NCI-60 one-dose screen, 48 h, at 10 µM unless noted. Numbers give growth in % (100 = growth as untreated, 0 = no growth, -100 = all killed).
MALME-3M: MALME-3M melanoma; hit rate 5.8% among 78,000
HS 578T: HS 578T breast cancer | hit rate 4.1% among 78,000
SK-MEL-28: SK-MEL-28 melanoma; hit rate 4.1% among 81,000; AID 1794761
SK-MEL-2: SK-MEL-2 melanoma; hit rate 4.7% among 77,000; AID 1794763
UACC-257: UACC-257 melanoma; hit rate 4.4% among 78,000; AID 1794764
T-47D: T-47D breast cancer; hit rate 5% among 79,000; AID 1794792
LOX IMVI: LOX IMVI melanoma; hit rate 7.4% among 79,000; AID 1794757
SK-MEL-5: SK-MEL-5 melanoma; hit rate 6.4% among 80,000
* marks the source's active call; other numbers are inactive results; · = no result given; ! = a repeat was not active. The calls were made as follows: active = growth percent below 10; inactive = the rest.

SMILES	MALME-3M	HS 578T	SK-MEL-28	SK-MEL-2	UACC-257	T-47D	LOX IMVI	SK-MEL-5
CN1CCN(Cc2ccc(C(=O)Nc3cncc(C#Cc4cnc(N)c5ccccc45)c3)cc2C(F)(F)F)CC1	-87*	-35*	-85*	-54*	-75*	-10*	-92*	-95*
Cc1ccc(Cc2c(O)n3c(nc4ccccc43)[nH]c2=O)cc1	105	92	107	102	96	91	·	98
CC(C)(C)OC(=O)N1CCC[C@]2(C)[C@H]3CC[C@@H]4[C@H]5[C@H]6OC[C@@]5(CCC6(C)C)CC[C@@]4(C)[C@]3(C)CC[C@H]2C1(C)C	111	109	109	120	102	109	100	103
O=C(O)CC(C(=O)O)C(CC(=O)O)C(=O)O (stereo not given)	104	98	111	103	80	83	97	98
N#CC1(C#N)C2c3ccccc3C(c3ccccc32)C1(C#N)C#N	115	93	108	102	99	103	99	104
COc1cccc(Cn2cc3c(c2-c2ccccc2)CCc2cnoc2-3)c1	·	93	92	90	84	49	81	64
CCN(CC)CCOc1ccc(/C=C(\C)C(C)=O)cc1	97	94	109	102	97	94	102	101
CCN(CC)CC(O)c1cc(-c2ccc(Cl)cc2)nc2cc(Cl)ccc12 (stereo not given)	43	41	-57*	23	-60*	13	11	-96*
CC(=O)N1C(=O)C(=O)c2ccccc21	·	101	113	105	102	98	98	107
CC(C#N)OCCO (stereo not given)	137	141	104	100	111	109	105	106

Fetched one by one from the entries so far, 4 records:
SMILES	MALME-3M	HS 578T	SK-MEL-28	SK-MEL-2	UACC-257	T-47D	LOX IMVI	SK-MEL-5
CC(C#N)OCCO (stereo not given)	137	141	104	100	111	109	105	106
CN1CCN(Cc2ccc(C(=O)Nc3cncc(C#Cc4cnc(N)c5ccccc45)c3)cc2C(F)(F)F)CC1	-87*	-35*	-85*	-54*	-75*	-10*	-92*	-95*
COc1cccc(Cn2cc3c(c2-c2ccccc2)CCc2cnoc2-3)c1	·	93	92	90	84	49	81	64
Cc1ccc(Cc2c(O)n3c(nc4ccccc43)[nH]c2=O)cc1	105	92	107	102	96	91	·	98

New compounds follow
SMILES	MALME-3M	HS 578T	SK-MEL-28	SK-MEL-2	UACC-257	T-47D	LOX IMVI	SK-MEL-5
Brc1c(SCc2ccccc2)ncnc1SCc1ccccc1	103	100	106	91	71	78	103	99
O=c1[nH]c2cc(F)ccc2c2ccc(F)cc12	140	82	97	112	105	85	93	91
O=c1c2cc(F)ccc2sc2c(NCc3ccccc3)nc3ccc(Cl)cc3c12	107	101	111	103	99	96	98	99
CCOc1ccc(N=C(C)Nc2ccc(OCC)cc2)cc1	117	106	113	·	104	105	102	109
O=c1ccn(CCCOc2ccccc2Br)c(=O)[nH]1	100	44	107	118	108	109	98	96
CC(=O)c1cc(C(C)C)cc(CCC(C)C)c1C	109	102	104	91	95	·	95	100
C#CC(C)(C)OC(=O)Nc1cccc(Cl)c1	98	94	100	95	89	79	98	93
COc1ccc(OC)c([N+](=O)[O-])c1[N+](=O)[O-]	102	103	113	105	98	97	77	102
CCOC(=O)c1cc(Cl)c(O)c(Cl)c1	114	109	106	106	109	118	102	102
O=C1OCCC/C1=C/c1ccc2c(c1)OCO2	98	148	96	96	92	89	95	100
N#CC(C#N)=NNc1ccc(S(=O)(=O)O)cc1	98	109	106	102	107	91	96	101
O=C(CC(c1ccc(Br)cc1)c1cccc2ccccc12)c1ccccc1 (stereo not given)	84	99	94	91	97	65	91	99
COc1ccc(C(=O)c2cc(C)c(OC)c(C)c2)cc1OC(=O)CCl	63	44	58	·	57	63	19	-18*
CC1(C)CC[C@]2(C(=O)N3CCNCC3)CC[C@]3(C)C(=CC[C@@H]4[C@@]5(C)Cc6c([nH]c7ccccc67)C(C)(C)[C@@H]5CC[C@]43C)[C@@H]2C1	111	86	103	105	106	76	72	91
COC(=O)CNC(=O)C(=O)c1c(O)c(O)c(C(C)C)c2cc(C)c(-c3c(C)cc4c(C(C)C)c(O)c(O)c(C(=O)C(=O)NCC(=O)OC)c4c3O)c(O)c12	46	20	45	·	52	16	21	50
O=C(Cn1cc(CO)nn1)Nc1nc(-c2ccc(F)cc2)cs1	72	106	109	92	93	92	89	102
O=C1OC(c2ccccc2)c2ccccc21 (stereo not given)	84	97	107	114	100	104	92	96
CCCSc1nc(N)nc2c1ncn2CC(C)C	111	100	112	107	86	98	98	101
Cc1nc(Nc2ccc(NC(=O)Nc3ccc(Cl)cc3)cc2)c2ccccc2n1	113	117	120	112	104	106	106	101
COc1ccc(-c2cc(-c3ccc(Cl)cc3)nc(SCCCCCCC(=O)NO)n2)cc1	12	55	58	87	23	-2.4*	-18*	-6.0*

Single records (already shown):
Record of `COc1ccc(-c2cc(-c3ccc(Cl)cc3)nc(SCCCCCCC(=O)NO)n2)cc1` → MALME-3M: 12; HS 578T: 55; SK-MEL-28: 58; SK-MEL-2: 87; UACC-257: 23; T-47D: -2.4*; LOX IMVI: -18*; SK-MEL-5: -6.0*
Record of `COc1ccc(C(=O)c2cc(C)c(OC)c(C)c2)cc1OC(=O)CCl` → MALME-3M: 63; HS 578T: 44; SK-MEL-28: 58; SK-MEL-2: ·; UACC-257: 57; T-47D: 63; LOX IMVI: 19; SK-MEL-5: -18*

(continued)
SMILES	MALME-3M	HS 578T	SK-MEL-28	SK-MEL-2	UACC-257	T-47D	LOX IMVI	SK-MEL-5
Cc1ccc(S(=O)(=O)N(C(=S)OCCN2C(=O)c3ccccc3C2=O)c2c(F)cccc2F)cc1	97	84	102	·	110	84	92	92
CN[C@H]1CCc2cc(OC)c(OC)c(OC)c2-c2ccc(O)c(=O)cc21	94	97	103	94	92	88	89	96
COc1ccc(-c2cc(-c3cccnc3)nc(SCC(=O)c3ccc(Cl)cc3)c2C#N)cc1OC	105	84	91	91	108	56	86	80
Nc1nc2c(c3ncccc13)C(c1ccc(Cl)c(Cl)c1)Cc1ncccc1-2 (stereo not given)	47	32	49	18	35	16	28	20
COc1cccc(-c2cc(-c3cc4ccccc4oc3=O)nc(N)n2)c1	121	81	92	·	108	·	95	95
COC(=O)C(c1ccccc1)C(O)c1ccccc1 (stereo not given)	104	97	114	100	104	88	101	99
Cc1ccc2c(c1)C(O)(CC(=O)c1cc3ccccc3oc1=O)C(=O)N2 (stereo not given)	86	90	110	95	98	79	90	95
C=C1CCC2C(C)(CO)C(O)CCC2(C)C1C/C=C1/C(=O)OCC1Oc1ccccc1C (stereo not given)	109	105	98	88	84	85	2.6*	94
O=C(Cc1nc2cc(Cl)c(Cl)cc2nc1CC(=O)c1ccncc1)c1ccncc1	53	69	46	110	94	·	48	60
COc1ccc([C@H]2[C@H](C(=O)Nc3cccnc3)c3ccccc3C(=O)N2c2ccccc2)cc1	108	71	102	86	·	74	92	79
O=C(OCC1CC2(Cl)C(Cl)=C(Cl)C1(Cl)C2(Cl)Cl)C1C(C(=O)OCC2CC3(Cl)C(Cl)=C(Cl)C2(Cl)C3(Cl)Cl)C2(Cl)C(Cl)=C(Cl)C1(Cl)C2(Cl)Cl (stereo not given)	99	117	112	111	113	105	122	104
Nc1nc(NC(=O)Nc2ccc(F)cc2)nn1-c1ccc(S(N)(=O)=O)cc1	93	89	107	107	102	92	101	94
COc1cc(C)cc(-c2nn(CC(N)=O)cc2-c2ccnc(Oc3ccccn3)n2)c1	91	97	103	·	102	98	93	98
O=C(/C=C/C12c3ccccc3C(c3ccccc31)C1C(=O)N(c3ccccc3)C(=O)C12)c1ccc(Cl)cc1 (stereo not given)	-33*	14	4.2*	22	20	30	-81*	-55*
CCNC(=O)Oc1ccc(/C(=C(/C)c2ccc(Cl)cc2)c2ccc(OCCN(C)C)cc2)cc1	13	81	93	98	81	55	42	71
C#CCOc1cc(N(CC)CC)ccc1C(C(=O)NC(C)(C)C)N(C(=O)C1CCc2cc(F)ccc2O1)c1ccc(Br)cc1 (stereo not given)	93	88	80	110	88	71	36	81
Cc1nn(-c2ccccc2)c(Oc2ccc(Cl)cc2)c1/C=N\N=c1/sc2ccccc2n1C	98	79	110	78	92	66	93	93
Clc1ccc(-c2csc(N/N=C/c3nc4ccccc4n3C3CC3)n2)cc1	96	106	101	106	91	111	·	97
N=C(N)c1ccccc1	120	100	108	110	96	93	93	96
O/N=C/c1ccncc1	99	107	115	112	100	97	100	105
COc1ccc(C(=O)/C=C/c2c(C(F)(F)F)nc3ccccn23)cc1OC	42	4.6*	28	31	31	-11*	-53*	4.4*
O=[N+]([O-])c1cccc(/C=N\Nc2ccccc2)c1	·	72	103	42	95	56	·	93
CC(=O)O[C@@H]1CCN2C(=O)N(C)c3ccccc3[C@@H]2C1	95	116	·	102	·	93	99	104
O=c1nc(N2CCOCC2)oc2c(-c3cccc4c3oc3ccccc34)cccc12	80	85	98	104	103	85	61	86
CCN(CC)C(=O)C=C(C)C	121	111	106	106	119	120	110	103
O=c1ccc(-c2ccccc2)nn1Cc1n[nH]c(=S)n1C1CCCCC1	118	106	110	113	119	96	97	99
CC(/C(=N\N=C(N)N)c1ccccc1)N(C)C (stereo not given)	107	83	105	100	106	109	94	104
CC12CCC(C(=Nc3ccc(N=C4C(=O)C5(C)CCC4C5(C)C)cc3)C1=O)C2(C)C	113	112	113	123	111	103	106	97
CC(CCC(=O)O)C1CCCC1 (stereo not given)	99	105	104	97	89	84	96	100
COc1ccc(C(=O)N2C=Cc3ccccc3C2C#N)cc1 (stereo not given)	100	97	95	101	94	91	95	101
Fc1ccc(CSc2nnc(-c3cccnc3)o2)cc1	98	106	99	104	94	·	·	114
COc1ccc(-n2nc(C(=O)NCCCC(=O)NO)nc2-c2ccccc2)cc1	77	94	96	95	71	·	97	102
COc1ccc(-c2nc3ncccn3c2-c2nnc(-c3ccc(F)cc3)o2)cc1	122	96	100	111	105	98	88	92
Cc1nc2ncccc2c(=O)n1-c1ccc(S(=O)(=O)Nc2ccccn2)cc1	96	109	99	91	86	78	96	98
O=C(/C=C/c1cn(-c2ccccc2)nc1-c1ccccc1)CCC(=O)NO	104	95	130	99	93	97	99	105
CCCCCCN(CCCCCC)C(F)(F)C(=O)Nc1ccc(S(=O)(=O)c2ccc(NC(=O)C(F)(F)N(CCCCCC)CCCCCC)cc2)cc1	79	92	88	91	56	20	55	52
COc1ccc(-c2nn(-c3cccc(Cl)c3)cc2-c2cc(-c3ccc(Br)cc3)nc(N)c2C#N)cc1	116	90	108	97	108	77	109	96
CC(=O)CSc1nc(-c2cnccn2)cc(-c2cccs2)c1C#N	·	101	84	106	108	73	79	83
CN1CCN(c2nc(-c3cnc4ccccc4n3)cc3ccccc23)CC1	69	86	31	·	91	69	20	66
C=C[C@H]1[C@H](O[C@@H]2OC(CO)[C@@H](O)[C@H](O)C2OC(=O)c2c(O)cc(O)cc2-c2cccc(O)c2)OC=C2C(=O)OCC[C@H]21 (stereo not given in full)	93	100	102	106	91	99	99	100
COc1ccccc1/C=C/C(=O)/C=C/c1ccccc1OC	2.5*	-0.5*!	-58*	1.3*	6.9*	4.2*	-54*	-77*
O=C(Nc1ccc(F)c([N+](=O)[O-])c1)c1ccc2c(c1)C(=O)OC2=O	·	100	109	105	88	89	90	106
O=C(/C=C/Nc1ccc(S(=O)(=O)O)cc1)c1ccc(Cl)cc1	117	104	105	·	122	108	103	101
Cc1ccc(C(=O)CSc2nnc3sc(Nc4ccccc4)nn23)cc1	94	85	104	101	100	89	103	93
Cc1ccc(S(=O)(=O)OCC(COS(=O)(=O)c2ccc(C)cc2)(COS(=O)(=O)c2ccc(C)cc2)COS(=O)(=O)c2ccc(C)cc2)cc1	91	99	101	92	81	87	102	104
COc1ccc2sc(C(=O)NCc3cccc(F)c3)cc2c1	105	73	108	85	94	80	100	98
O=C(O)c1cn(C2CC2)c2cc(N3CCN(C(=O)CSc4nc(NS(=O)(=O)c5ccc(Cl)cc5)cc(=O)[nH]4)CC3)c(F)cc2c1=O	89	91	106	114	111	104	91	99
CC(C)[C@H](N)C(=O)O	105	103	115	114	102	109	103	105
COc1cc(-c2nc(C(=O)NCC(=O)NO)nn2-c2ccc(Cl)cc2)cc(OC)c1OC	129	86	·	95	87	88	96	·
O=C(CN1CCn2c(nnc2C(F)(F)F)C1)Nc1nc2ccc(Cl)cc2s1	103	107	106	114	101	101	101	99
(more compounds)
SMILES	MALME-3M	HS 578T	SK-MEL-28	SK-MEL-2	UACC-257	T-47D	LOX IMVI	SK-MEL-5
CC1CCC(n2cnc3c(Cl)ncnc32)O1 (stereo not given)	88	88	109	109	·	91	87	91
CN(C)CCOc1nc2c(c(=O)n(C)c(=O)n2C)n1C	100	107	102	105	105	98	95	100
COc1ccc(OC)c(NC(=O)c2cc(S(=O)(=O)N3CCc4ccccc43)ccc2OC)c1	111	-43*	131	36	·	93	95	68
Nc1cccc2c1CN(C1CCC(=O)NC1=O)C2=S (stereo not given)	81	102	101	107	110	71	92	97
CC1CCC(=O)C1 (stereo not given)	100	·	110	121	96	93	79	101
Cc1ccc(Cl)cc1N1CCN(C(=O)[C@@H]2C[C@@H]2c2ccc(F)cc2)CC1	95	91	103	92	95	83	98	81
O=C(O)c1ccccc1-c1ccccc1C(=O)NCCc1cc2ccccc2[nH]1	·	99	119	96	113	110	·	105
O=C(Nc1ccc2c(ccn2Cc2ccccn2)c1)c1ccnnc1	103	102	108	102	106	98	101	99
O=C(Oc1ccc(Cc2ccccc2)cc1)Oc1ccc(Cc2ccccc2)cc1	96	96	104	110	99	89	89	99

Source: PubChem (NCI)
